Source: PubChem BioAssay (The Scripps Research Institute Molecular Screening Center)
M1 antag – human CHRM1 antagonism | CHO-K1 hM1, Fluo-8 calcium fluorescence, ACh EC80 antagonist | inhibition, % at 3 µM | 360,000 tested, 1.3% active;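 active = percent inhibition above its own plate's cutoff, namely the mean of that plate's compound wells plus 3 SD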;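 note: peak over basal fluorescence ratio during 140 s after agonist addition; 0% = ACh EC80 plus DMSO and 100% = DMSO alone without agonist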
Target sequence (P11229 whole entry, looked up): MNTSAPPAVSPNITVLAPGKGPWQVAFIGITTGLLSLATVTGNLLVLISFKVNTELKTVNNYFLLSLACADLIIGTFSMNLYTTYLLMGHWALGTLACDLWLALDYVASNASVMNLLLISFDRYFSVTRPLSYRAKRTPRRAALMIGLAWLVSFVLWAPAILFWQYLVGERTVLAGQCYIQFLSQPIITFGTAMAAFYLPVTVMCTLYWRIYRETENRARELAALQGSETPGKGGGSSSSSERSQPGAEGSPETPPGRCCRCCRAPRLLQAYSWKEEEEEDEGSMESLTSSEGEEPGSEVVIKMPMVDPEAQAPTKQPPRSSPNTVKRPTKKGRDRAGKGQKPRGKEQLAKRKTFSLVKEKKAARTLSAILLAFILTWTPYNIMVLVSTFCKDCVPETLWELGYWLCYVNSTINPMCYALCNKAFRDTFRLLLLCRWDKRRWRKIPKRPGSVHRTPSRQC
TAAR1 antagonist – human TAAR1 antagonism | Q96RJ0 | CHO RD-HGA16 TAAR1, Fluo-8 calcium fluorescence, antagonist | AID 624466 | 360,000 tested, 1.5% active | inhibition, % at 3 µM;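 active = inhibition above a per-plate cutoff, the mean inhibition of test compounds on that plate plus 3 SD, cut at about 49% in these data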;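 note: 0% = DMSO plus EC80 beta-PEA response and 100% = DMSO alone without agonist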
Target sequence (Q96RJ0 whole entry, looked up): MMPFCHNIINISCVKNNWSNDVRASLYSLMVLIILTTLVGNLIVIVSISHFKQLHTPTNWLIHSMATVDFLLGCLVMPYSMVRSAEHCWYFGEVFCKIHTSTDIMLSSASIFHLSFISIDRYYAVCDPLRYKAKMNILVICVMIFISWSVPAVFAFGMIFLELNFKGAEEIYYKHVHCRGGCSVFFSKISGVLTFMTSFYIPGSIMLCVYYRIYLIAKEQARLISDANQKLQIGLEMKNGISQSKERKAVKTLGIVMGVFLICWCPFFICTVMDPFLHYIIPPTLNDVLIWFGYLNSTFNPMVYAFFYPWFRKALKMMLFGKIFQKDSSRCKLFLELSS
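Test system: RD-HGA16 CHO cells with stable hTAAR1 and Gα16 / Probe or stimulus: EC80 β-phenethylamine stimulus / Times: seeding 17-24 h prior, 75-min 37 °C, 30-min RT dye loading / Detection: Fluo-8 calcium-sensitive fluorescence / Read-out basis: % inhibition scaled between DMSO and EC80 PEA controls / Repeats: singlicate, one well per test compound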
M1 ag parental – counter-screen for M1 agonists: effect in parental CHO-K1 cells. AID 602248. Fluo-8 calcium fluorescence; scaled to maximal ATP response, vehicle zero. 360,000 tested, 0.48% active. activation, % at 3 µM; in the data active = activation above about 15%;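 note: untransfected CHO-K1 host cells lacking M1 receptor as counterscreen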
CHO-K1 Ca antag – M1 antagonist counterscreen hit in parental CHO-K1 cells; 360,000 tested, 0.6% active; inhibition, % at 3 µM; ATP-induced calcium, Fluo-8 fluorescence; AID 602250;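 active = inhibition above a per-plate cutoff, the plate's mean sample inhibition plus 3 SD, cut at about 24% in these data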;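 note: 0% = DMSO plus EC80 ATP and 100% = DMSO alone without ATP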
M1 PAM – human CHRM1 positive allosteric modulation; P11229; CHO-K1 hM1, Fluo-8 calcium fluorescence, ACh EC20; 0% = ACh EC20, 100% = maximal ACh; activation, % at 3 µM; 360,000 tested, 0.088% active; in the data active = activation above about 19%, passing the limit was not always enough
M1 PAM parental – counter-screen for M1 PAMs: effect in parental CHO-K1 cells. activation, % at 3 µM. AID 602247. 360,000 tested, 0.02% active. ATP EC20, Fluo-8 calcium fluorescence; 0% at ATP EC20, 100% at ATP max;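 active = activation above the run cutoff, the mean activation of all test compounds plus 3 SD, cut at about 40% in these data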;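 note: peak over basal fluorescence ratio in a 140 s read after ATP addition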
TAAR1 agonist – human TAAR1 agonism. CHO RD-HGA16 TAAR1, Fluo-8 calcium fluorescence; vehicle wells 0%, saturating PEA agonist 100%. Q96RJ0. activation, % at 3 µM. 360,000 tested, 0.99% active. AID 624467;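 active = activation above the mean activation of all test compounds in the run plus 3 SD, cut at about 38% in these data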
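Test system: RD-HGA16 (CHO) cells co-expressing Gα16 and hTAAR1; dosing: one-point dosing at 3 µM (nominal); timing: 17-24 h seeding, 75 min 37 °C dye, 30 min RT; signal: kinetic Fluo-8 calcium fluorescence; read-out basis: % activation relative to PEA EC100 response; controls: DMSO and PEA EC100; replicates: n 1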
CHO parental Ca – signal in parental CHO cells, OX1R antagonist counter-screen; 330,000 tested, 0.63% active; AID 463079; inhibition, % at 5.6 µM; parental CHO-K1, ATP-induced calcium, Fluo-8 fluorescence;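 active = inhibition above that plate's mean sample inhibition plus 3 SD, cut at about 26% in these data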;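 note: 0% = ATP-challenged DMSO wells and 100% = DMSO wells without ATP; some compounds past the cut are filed as inactive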
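material = parental CHO cells | also added = ATP as calcium-mobilizing challenge | dosing = single point at 5.6 µM | detection = intracellular calcium via Fluo-8 no-wash fluorescent dye | read-out = % inhibition | benchmarks = low control ATP plus DMSO, high control DMSO only | repeats = one well per compound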
CHRM1 agonist – activates human CHRM1 receptor; P11229; CHO-K1 hM1, Fluo-8 calcium fluorescence, agonist mode; 0% DMSO, 100% acetylcholine EC100; activation, % at 3 µM; 360,000 tested, 0.33% active;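 active = activation above the run's mean compound activation plus 3 SD, cut at about 16% in these data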;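 note: peak over basal fluorescence ratio within a 140 s kinetic read after compound addition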
* marks the source's active call; other numbers are inactive results; / = not tested or not shown.

SMILES	M1 antag	TAAR1 antagonist	M1 ag parental	CHO-K1 Ca antag	M1 PAM	M1 PAM parental	TAAR1 agonist	CHO parental Ca	CHRM1 agonist
CC(=O)OC1COC(n2ccc3cc([N+](=O)[O-])ccc32)C(OC(C)=O)C1OC(C)=O (stereo not drawn)	-6	-6	0.1	-7	6	6	0	-7	-3
Cc1cc(O)ccc1-c1cnc2ccccc2n1	-7	4	0.3	17	20	-10	8	-3	7
O=C(Cn1nnc(-c2ccccc2NC(=O)C2CC2)n1)NC1CCCCC1	-13	-35	0.1	-25	12	15	-4	-10	-2
O=C(NCc1ccccc1)c1cncc(Br)c1	0	17	0.7	-15	3	18	2	1	5
CCOc1ccc(C(=O)C(C)OC(=O)c2nc(Cl)ccc2Cl)cc1 (stereo not drawn)	2	-34	-0.3	-2	0	7	-2	-13	-5
O=S1(=O)CCOC[C@H](Cc2ccccc2)N1Cc1cccc(C(F)(F)F)c1	-4	-10	-0.7	-22	5	14	0	-18	-9
CC1CCN(C(=O)C2CCN(S(=O)(=O)c3cccc4nsnc34)CC2)CC1	-6	9	1.1	-6	11	9	8	-17	-12
Cc1onc(-c2ccccc2Cl)c1C(=O)N1CCC(C(N)=O)CC1	-15	-16	0.1	-5	17	9	2	/	-1
COc1ccc(CCNC(=O)CC(=O)N/N=C/c2ccc(Br)cc2)cc1OC	-17	6	2.3	-12	14	12	25	-18	-1
O=C(CNC(=O)c1ccccc1F)N/N=C/c1cn[nH]c1-c1ccccc1	41*	22	1.6	0	-30	16	4	-2	-10
Cc1ccccc1NC(=O)C1CCCN(S(=O)(=O)c2ccc(-n3cnnn3)cc2)C1 (stereo not drawn)	-11	22	0.6	-4	14	-4	-2	-2	-3
CC(C)Cc1nc(NCCN2CCOCC2)c(C#N)c2c1COC(C)(C)C2	-3	4	-0.2	-4	-1	0	0	-19	-6
O=c1[nH]c(/C=C\c2ccc(O)c(O)c2)nc(O)c1[N+](=O)[O-]	-25	-4	0.1	-15	14	10	7	/	0
Oc1ccccc1N1CCN(C(=S)NCCc2ccccc2)CC1	13	18	2.6	28*	-13	-16	22	-15	-2
O=C(c1ccccc1OCc1ccccc1Br)N1CCN(c2ncccn2)CC1	-2	5	0.2	-3	2	-2	26	-14	-3
CCn1c(/N=C/c2ccc(OC)cc2O)nc2ccccc21	-12	-12	2.3	-4	10	9	3	3	-6
CC(=O)Nc1cccc(NC(=O)Nc2ccc(C(C)=O)cc2)c1	-10	0	0.0	-7	3	5	5	-13	-2
Cc1cccc(NC(=O)c2cc(Cl)nc3ccccc23)c1	0	8	0.4	-6	1	9	7	-20	-3
O=C(CSc1n[nH]c(-c2ccco2)n1)Nc1ccccc1F	-2	-17	0.8	-7	4	-8	4	3	-2
CCCCn1c(NCCO)nc2ccccc21	-13	-29	-0.1	1	10	-12	10	-9	1
CCN(CC)Cc1ccc(OC)c(Cl)c1	-6	-9	0.2	-9	3	10	1	-7	-8
CCCOc1ccc(C(=O)N(CC(C)C)c2c(N)n(Cc3ccccc3)c(=O)[nH]c2=O)cc1	-6	-30	-0.3	5	13	14	1	-20	2
C/C(=N\NC(=O)c1c(Br)cnn1C)c1ccc(NC(=O)c2ccc(F)cc2)cc1	-8	0	0.9	-10	10	14	18	-7	-7
Cn1c(=O)n(C)c2cc([N+](=O)[O-])c(N3CCN(S(=O)(=O)c4ccccc4)CC3)cc21	14	62*	10	-6	-18	11	22	-12	-6
NS(=O)(=O)c1ccc(CCNC(=O)COC(=O)COc2cccc(C(F)(F)F)c2)cc1	6	-17	0.5	-10	-1	-16	12	-5	-3
CCOc1ccc(C(=O)C[n+]2cccc3cc(C)ccc32)cc1	22	-3	1.7	-6	-16	21	1	-9	-8
Cn1c(=O)c2c(nc(NNC(=O)C(F)(F)F)n2C)n(C)c1=O	-8	-12	0.4	-14	10	13	0	0	-2
COc1cc(SC)ccc1C(=O)Nc1ccc2c(c1)OCCO2	7	-24	17*	-10	-6	20	0	-11	-6
COc1ccc(CS(=O)(=O)CC(C)(O)c2ccc(Cl)cc2)cc1 (stereo not drawn)	2	3	0.0	-9	11	-9	-2	-20	2
COc1cc(OC)c(OC)cc1CN1CCN(Cc2cccn2C)CC1	-1	-1	3.1	9	1	4	3	-9	-5
CCOC(=O)N1CCC(NC(=O)CC2C(=O)NCCN2Cc2ccc(C)cc2)CC1 (stereo not drawn)	-10	-5	1.9	-11	10	28	1	-6	-4
Cc1ccnc(NS(=O)(=O)c2ccc(NC(=O)c3ccc(N4C(=O)CCC4=O)cc3)cc2)n1	-5	7	-0.7	8	10	10	4	-5	0
CCCc1cc(=O)oc2cc(OCC(=O)NC(Cc3c[nH]c4ccc(O)cc34)C(=O)O)c(Cl)cc12 (stereo not drawn)	0	4	0.2	13	-1	-1	2	4	-2
COC(=O)CC1C(=O)NCCN1C(=S)NC(=O)C(c1ccccc1)c1ccccc1 (stereo not drawn)	-5	-5	0.9	-8	1	25	0	-3	-2
CCOC(=O)N1CCN(C(=O)CN(c2cc(Cl)ccc2OC)S(=O)(=O)c2ccccc2)CC1	1	6	0.8	-4	0	7	5	-23	-2
Cc1ccc(Nc2c([N+](=O)[O-])c(=O)oc3ccccc23)cc1C	-5	-5	4.0	-4	3	18	7	3	-10
CCN1CC=C2C(C#N)=C(N)C(C#N)(C#N)C(c3cc(Cl)ccc3Cl)C2C1 (stereo not drawn)	-3	0	0.4	5	3	4	6	-1	-3
CS(=O)(=O)N1CCC(Oc2ccccc2C(=O)N2CCN(CC3CC3)CC2)CC1	1	-2	0.6	-20	5	21	5	-8	-5
CCOc1cc(C)c(S(=O)(=O)Nc2ccc(F)cc2)cc1C	1	2	3.2	-7	-2	23	7	-7	-4
Cc1c(NC(=O)c2cccc(-c3cc4ccccc4oc3=O)c2)cccc1-c1nc2ncccc2o1	9	43	1.5	-1	-13	17	10	-19	-5
O=C(COc1ccccc1Cl)NCCc1ccc2c(c1)OCCO2	3	12	2.6	-8	-1	30	1	-25	-11
CC(=O)Nc1ccc(N=NC2C(=O)N(C(N)=S)N=C2C)cc1 (stereo not drawn)	-15	1	-0.4	4	23	-14	5	-7	3
CCOC(=O)C1=C(c2ccccc2)NC(=O)NC1c1cc(Br)c(O)c(OC)c1 (stereo not drawn)	4	-5	0.3	-13	8	-9	3	-25	-1
CCSc1nc(-c2cccs2)nc2ccccc12	-12	-31	0.6	-14	11	12	0	-12	-2
CCO[C@@H]1OC(C(=O)O)=C[C@H](c2ccccc2)[C@H]1CCCO	0	4	-0.3	-11	7	9	14	-7	-3
CS(=O)(=O)N1CCN(c2ccccc2NC(=O)CSc2nnc(-c3ccco3)o2)CC1	-9	0	1.2	-9	9	23	2	-21	-9
O=c1cc(-c2ccc(OCc3ccccc3)cc2)oc2cc(OCc3ccccc3)cc(OCc3ccccc3)c12	20	-12	0.2	2	-3	-6	3	-4	1
CCOc1ccc(CCNC(=O)CN(C)S(=O)(=O)c2cccs2)cc1OCC	-1	-2	0.5	-2	3	7	1	-17	-5
CC1=CC(c2ccc(Cl)cc2)n2ncnc2N1 (stereo not drawn)	6	0	-0.3	10	3	-21	1	-13	-3
O=C(N[C@@H](Cc1ccccc1)C(=O)O)c1c(F)c(F)c(F)c(F)c1F	-2	10	-0.6	4	6	-9	4	-2	-4
COc1ccc(OC)c2sc(NC(=O)C3=COCCO3)nc12	-6	-13	2.6	6	10	20	7	-3	1
CC(C)c1ccc(NC(=O)CSc2n[nH]c(=O)n2-c2cccnc2)cc1	-6	2	0.5	-3	4	13	1	-4	-4
Cc1cccc(-c2nc(CS(=O)CC(=O)NCc3ccco3)c(C)o2)c1 (stereo not drawn)	-14	-17	1.6	-16	7	29	0	-14	-2
O=C(CSc1nc(-c2ccccc2)nc2ccccc12)Nc1cccc(C(=O)O)c1	3	10	0.5	-4	0	8	4	-9	-4
CN(C)CCN(C(=O)/C=C/c1cccs1)c1nc2ccc(Br)cc2s1	17	56*	5.2	-12	-5	21	6	-11	-2
CC1CCN(C(=O)Cn2c(SCC(=O)Nc3nccs3)nc3ccccc32)CC1	4	26	3.9	-4	-6	3	15	-11	-1
Cc1ccc(CS(=O)Cc2ccc(C(=O)N3CCOCC3)o2)cc1 (stereo not drawn)	8	-20	2.2	-9	-4	1	1	-7	-4
Cc1ccc(CC2CC(=O)N(c3cc(Cl)ccn3)C2=O)cc1 (stereo not drawn)	1	-5	-0.2	-10	0	1	-1	-8	-2
COc1ccc(OC)c(N(CC(=O)NCC2CCCO2)S(=O)(=O)c2ccccc2)c1 (stereo not drawn)	0	-10	0.6	-2	1	2	12	-13	-1
CS(=O)(=O)Nc1ccccc1C(=O)c1ccccc1	-2	-8	-0.2	18	1	-13	2	-14	-1

Grouped by structure, the compounds so far with a COOH group (4)
SMILES	M1 antag	TAAR1 antagonist	M1 ag parental	CHO-K1 Ca antag	M1 PAM	M1 PAM parental	TAAR1 agonist	CHO parental Ca	CHRM1 agonist
CCCc1cc(=O)oc2cc(OCC(=O)NC(Cc3c[nH]c4ccc(O)cc34)C(=O)O)c(Cl)cc12 (stereo not drawn)	0	4	0.2	13	-1	-1	2	4	-2
CCO[C@@H]1OC(C(=O)O)=C[C@H](c2ccccc2)[C@H]1CCCO	0	4	-0.3	-11	7	9	14	-7	-3
O=C(N[C@@H](Cc1ccccc1)C(=O)O)c1c(F)c(F)c(F)c(F)c1F	-2	10	-0.6	4	6	-9	4	-2	-4
O=C(CSc1nc(-c2ccccc2)nc2ccccc12)Nc1cccc(C(=O)O)c1	3	10	0.5	-4	0	8	4	-9	-4

Other structures.
SMILES	M1 antag	TAAR1 antagonist	M1 ag parental	CHO-K1 Ca antag	M1 PAM	M1 PAM parental	TAAR1 agonist	CHO parental Ca	CHRM1 agonist
CCO[C@@H]1OC(C(=O)N2CCN(Cc3ccccc3)CC2)=C[C@H](c2ccc(C(F)(F)F)cc2)[C@H]1CCCO	6	34	2.2	-15	-2	9	6	-11	-7
Cc1ccc(/C=N/NC(=O)C2COc3ccccc3O2)s1 (stereo not drawn)	-4	-18	0.5	3	3	15	1	-9	-4
O=C(Nc1ccc2c(c1)C(=O)N(CC1CCCO1)C2=O)c1ccccc1Br (stereo not drawn)	1	17	1.4	-13	-2	21	5	-12	-1
O=C(c1ccco1)c1nc2c(n1O)CCCCC2	11	-24	-0.1	6	-4	-1	0	-7	-3
Cc1nc2nc(CCNS(=O)(=O)c3ccc(Cl)cc3)cn2nc1C	-13	-25	-0.5	-6	6	-24	1	-12	-3
O=C(NCc1cccnc1)c1cn(CCc2ccccc2)nn1	-3	10	0.1	0	6	10	11	2	-3
Cc1nnc2ccc(N3CCOCC3)nn12	-8	7	-0.1	-5	9	1	2	-5	-1
CCOc1ccc2cc(C#N)c(SCC(=O)N3CCC(C)CC3)nc2c1	-3	-7	0.5	-3	1	14	4	-22	-6
